PAFAH1B3 FP inh: PAFAH1B3 enzyme inhibitors, primary screen, biochemical, fluorescence polarization, human; inhibition, % at 3.39 µM; recombinant PAFAH1B3, FP-rhodamine probe; Platelet-activating factor acetylhydrolase IB subunit alpha1 (Homo sapiens), Q15102; hit rate 0.28% among 340,000; AID 492972, 2010;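 active means inhibition above the screen-wide average of all tested compounds plus 3 SD, cut at about 25% in these data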;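 further: 0% = enzyme with DMSO only and 100% = wells lacking PAFAH1B3 protein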
LYPLA1 inh: LYPLA1 inhibitors, primary screen, counter-screen for PME1 inhibitor project, biochemical, fluorescence polarization, FP-Rh probe ABPP | recombinant LYPLA1 | inhibition, % at 5.9 µM | hit rate 0.16% among 320,000 | AID 2174, 2009;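 active means inhibition above the mean of all tested compounds plus 3 SD, set per campaign, cut at about 14% in these data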;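 further: inhibitors block serine hydrolase probe labeling of LYPLA1 so polarization falls; 0% = enzyme with DMSO and 100% = wells lacking LYPLA1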
Target sequence (O75608 whole entry, looked up): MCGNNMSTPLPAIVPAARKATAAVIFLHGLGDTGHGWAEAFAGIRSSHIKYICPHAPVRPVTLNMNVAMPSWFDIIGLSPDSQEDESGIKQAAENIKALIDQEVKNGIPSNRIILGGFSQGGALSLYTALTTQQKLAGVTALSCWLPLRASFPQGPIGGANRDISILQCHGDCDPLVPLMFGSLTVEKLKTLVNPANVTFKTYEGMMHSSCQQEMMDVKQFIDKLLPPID
PAFAH2 FP inh: PAFAH2 enzyme inhibitors, primary screen, biochemical, fluorescence polarization, human | recombinant PAFAH2, FP-rhodamine activity probe | inhibition, % at 3.39 µM | hit rate 0.99% among 340,000 | AID 492956, 2010;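 active means inhibition above the mean over all tested compounds plus 3 SD, cut at about 30% in these data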;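 further: inhibitors block probe labeling of enzyme so polarization drops; 0% = enzyme with DMSO and 100% = wells lacking PAFAH2 protein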
GSTO1 counter: inhibitors of recombinant GSTO1, primary screen, counter-screen for RBBP9 inhibitor project, biochemical, fluorescence polarization; Glutathione S-transferase omega-1 (Homo sapiens), P78417; activity-based probe fluorescence polarization; inhibition, % at 5.96 µM; hit rate 1.1% among 300,000; AID 1974, 2009;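 active means inhibition above the campaign mean inhibition plus 3 SD, cut at about 35% in these data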;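 further: 0% = GSTO1-1 with DMSO and 100% = wells lacking GSTO1-1 enzyme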
PAD4 FP inh: human PAD4 inhibitors, primary screen, biochemical, fluorescence polarization, 1536-well format; recombinant PAD4, RCA probe fluorescence polarization; inhibition, % at 6.36 µM; AID 485272, 2010; Protein-arginine deiminase type-4 (Homo sapiens), Q9UM07; hit rate 0.41% among 330,000;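 active means percent inhibition above a cutoff equal to the mean of all tested compounds plus 3 SD, cut at about 15% in these data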;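 further: 0% = PAD4 with RCA probe and DMSO and 100% = probe without PAD4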
Target sequence (Q9UM07 whole entry, looked up): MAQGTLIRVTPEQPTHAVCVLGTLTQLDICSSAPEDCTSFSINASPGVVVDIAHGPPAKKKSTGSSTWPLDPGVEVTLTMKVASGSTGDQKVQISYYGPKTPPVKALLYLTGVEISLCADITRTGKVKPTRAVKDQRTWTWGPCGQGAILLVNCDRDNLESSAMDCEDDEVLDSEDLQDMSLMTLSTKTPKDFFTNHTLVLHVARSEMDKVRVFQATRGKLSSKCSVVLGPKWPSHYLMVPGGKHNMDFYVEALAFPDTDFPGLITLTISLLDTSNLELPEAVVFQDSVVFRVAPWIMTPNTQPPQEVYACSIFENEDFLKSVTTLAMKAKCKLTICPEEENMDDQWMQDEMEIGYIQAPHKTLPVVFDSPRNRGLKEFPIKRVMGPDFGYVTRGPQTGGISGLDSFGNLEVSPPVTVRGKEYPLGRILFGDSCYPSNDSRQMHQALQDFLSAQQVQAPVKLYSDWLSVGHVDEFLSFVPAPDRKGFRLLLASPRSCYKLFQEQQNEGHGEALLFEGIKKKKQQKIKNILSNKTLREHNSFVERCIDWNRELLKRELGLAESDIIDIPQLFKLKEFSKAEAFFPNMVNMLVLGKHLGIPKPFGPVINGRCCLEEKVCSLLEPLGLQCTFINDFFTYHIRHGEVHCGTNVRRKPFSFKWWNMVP
pPAFAH inh: pPAFAH enzyme inhibitors, primary screen, biochemical, fluorescence polarization, human. recombinant pPAFAH, FP-rhodamine probe fluorescence polarization. inhibition, % at 3.39 µM. hit rate 1.5% among 330,000;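 active means inhibition above the mean inhibition across the screen plus 3 SD, cut at about 25% in these data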;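 further: inhibitors block binding of the rhodamine activity-based probe so polarization drops; 0% = enzyme with DMSO and 100% = wells lacking pPAFAH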
PAFAH1B2 inh: PAFAH1B2 enzyme inhibitors, primary screen, biochemical, fluorescence polarization, human; Platelet-activating factor acetylhydrolase IB subunit alpha2 (Homo sapiens), P68402; AID 492953, 2010; recombinant PAFAH1B2, FP-rhodamine activity probe; hit rate 1.2% among 340,000; inhibition, % at 3.39 µM;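 active means inhibition above the mean of all tested compounds plus 3 SD, cut at about 24% in these data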;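 further: 0% = enzyme with DMSO and 100% = wells lacking PAFAH1B2; many of its hits are not listed in these tables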
PREPL inhibitor: PREPL enzyme inhibitors, primary screen, biochemical, fluorescence polarization; Prolyl endopeptidase-like (Homo sapiens), Q4J6C6; recombinant PREPL, fluorescence polarization activity-based probe; inhibition, % at 5.96 µM; hit rate 0.68% among 320,000; in the data active means inhibition above about 43%;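 further: 0% = enzyme with DMSO and 100% = wells lacking enzyme; many of its hits are not listed in these tables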
LYPLA2 inh: LYPLA2 inhibitors, primary screen, counter-screen for PME1 inhibitor project, biochemical, fluorescence polarization, FP-Rh probe ABPP; Acyl-protein thioesterase 2 (Homo sapiens), O95372; recombinant LYPLA2; inhibition, % at 5.9 µM; hit rate 0.38% among 320,000;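 active means inhibition above the screen-wide mean plus 3 SD, limit set per campaign, cut at about 26% in these data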;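 further: 0% = LYPLA2 with DMSO and 100% = wells lacking LYPLA2 enzyme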
* hit, by the source's call; nt = not tested or not shown.

No.	SMILES	PAFAH1B2 inh	PAFAH1B3 FP inh	LYPLA2 inh	PAD4 FP inh	GSTO1 counter	PAFAH2 FP inh	pPAFAH inh	PREPL inhibitor	LYPLA1 inh
1	CNc1nc2c(N)ncnc2n1[C@H]1O[C@@H](CO)[C@H](O)[C@@H]1O	-2.4	-0.7	-4.8	-0.9	-1.7	-2.3	1.8	13.3	-1.4
2	Cc1ccc(OC(C)C(=O)Nc2ccccc2C(=O)NCc2cccnc2)cc1C (configuration not stated)	3.4	5.7	-2.7	-4.5	0.2	1.0	-3.7	5.8	-7.0
3	Cc1cccc(-c2nc(CSCC(=O)NCCCN3CCOCC3)c(C)o2)c1	2.9	9.8	-2.4	4.5	-3.4	-0.1	5.2	6.3	-3.8
4	CCCCNC(=O)Nc1ccnn1C1CCCCC1	1.0	0.5	-3.3	-15.4	4.2	3.9	-2.4	13.1	2.9
5	CCCCCn1c(SCCCC)nc2c1c(=O)[nH]c(=O)n2C	0.7	11.2	0.8	2.7	3.7	0.8	6.5	2.8	-1.1
6	COC(=O)c1ccc(/C=N/N2CCN(Cc3ccc(C)cc3C)CC2)cc1	-8.0	3.2	5.5	-0.5	-1.3	0.9	2.8	7.8	-0.9
7	O=C(CN1C(=O)NC(c2ccccc2)(c2ccccc2)C1=O)NC1CCS(=O)(=O)C1 (configuration not stated)	4.4	-3.8	-5.0	1.6	nt	-1.8	-2.9	6.8	-3.9
8	Cc1ccc(-n2c(SCC(=O)N3CCCc4ccccc43)nnc2-c2cccnc2)c(C)c1	6.6	3.8	-1.2	-4.0	6.3	-1.4	1.8	-1.1	2.2
9	Cc1cc(C)nc(NNC2=CC(=[N+]3CCCC3)CCC2)n1	-0.3	1.2	2.9	1.6	-2.0	-1.9	2.7	22.9	3.8
10	Cc1cc(=O)oc2cc(OCC(=O)N/N=C/c3cc([N+](=O)[O-])ccc3O)ccc12	2.9	16.8	3.2	-6.0	1.0	-12.6	-0.1	0.2	-0.8
11	CC(C)C(=O)Nc1cccc(C(=O)Nc2nnc(C(C)(C)C)s2)c1	4.4	5.3	2.5	0.5	2.3	-6.0	1.2	13.8	0.5
12	C=CCOc1ccccc1NC(=O)CN1C(=O)CNC1=O	6.0	-3.9	-2.3	-3.0	6.0	-8.6	3.7	-5.5	-4.8
13	CCOC(=O)C1(CCOC)CCN(C(=O)Cc2ccc3ccccc3c2)CC1	1.4	9.0	2.5	1.5	-3.2	8.0	-1.0	32.2	-2.0
14	C=CCSc1ncccc1C(=O)NCc1ccccc1	-4.2	4.0	0.6	-1.3	15.4	-1.7	4.4	16.3	5.6
15	COCCNC(=S)N1CCC(C(=O)c2ccc(C)cc2)CC1	0.4	3.3	1.6	-1.6	-0.8	2.0	6.3	3.4	1.9
16	CC(C)C(Sc1nc(-c2ccccc2)cc(-c2ccccc2)c1C#N)C(=O)O (configuration not stated)	2.5	-2.4	-0.9	-3.4	-10.2	-11.4	11.9	0.1	-1.4
17	C[C@H](CO)N1C[C@H](C)[C@@H](CN(C)S(=O)(=O)c2cn(C)cn2)Oc2c(NS(=O)(=O)c3cn(C)cn3)cccc2C1=O	10.2	1.5	nt	-1.7	nt	16.1	3.8	8.8	nt
18	CCC(C)OC(=O)C1=C(C)NC2=C(C(=O)C(C(=O)OC)C(C)C2)C1c1ccc(N(C)C)cc1 (configuration not stated)	3.7	-0.4	-12.5	0.2	0.1	2.8	4.8	4.7	-3.1
19	O=C(N/C(=C\c1ccc(F)cc1)C(=O)N1CCCCCC1)c1ccccc1	-4.1	1.1	3.1	-0.7	0.3	-2.2	-1.4	29.0	-1.8
20	CC(=O)Nc1ccc(S(=O)(=O)Nc2cccn(Cc3ccc(C)cc3)c2=O)cc1	-0.8	9.4	2.4	0.9	2.9	-2.6	2.2	-13.2	-0.8
21	CC(C)[C@H](NC(=O)NCCc1ccccc1)C(=O)O	8.0	-0.3	5.3	-3.4	-0.8	-1.5	-3.4	8.2	0.0
22	CC(C)N1CCN(Cc2ccc3c(c2)Cc2ccccc2-3)CC1CCO (configuration not stated)	0.9	0.2	-1.4	-4.4	-1.5	2.7	-2.4	39.6	1.6
23	CSc1ccccc1NC(=O)Nc1cccc(F)c1	-4.9	-2.1	2.1	-6.9	0.9	11.3	-2.4	9.1	-1.5
24	CC(C)NC(=O)c1nn(C)c2ccccc12	0.4	6.3	-5.8	-4.7	6.2	-2.1	3.7	16.0	-4.9
25	CC1CC(=O)NN=C1c1ccc(N(C)C)c([N+](=O)[O-])c1 (configuration not stated)	5.2	2.3	2.2	-0.1	3.4	0.6	2.2	1.7	-0.6
26	CCN(C[C@H]1N[C@@](CC)(C(=O)OC)[C@H]2C(=O)N(C)C(=O)[C@@H]12)C(=O)NC(C)C	6.9	11.6	nt	1.3	nt	-0.7	1.2	7.1	nt
27	COc1cc(Nc2c3c(nc4ccccc24)CCCC3)cc(OC)c1OC	4.5	3.8	3.1	-4.1	-0.8	6.8	14.2	31.4	2.5
28	O=[N+]([O-])c1cc(-c2nnc(Nc3ccc(O)cc3)c3ccccc23)ccc1N1CCOCC1	6.8	5.9	3.5	-5.5	4.7	-3.8	8.0	4.8	-2.6
29	Cc1csc(NC(=O)CSc2nncn2C)n1	1.2	1.6	-0.3	-9.0	-3.1	-7.6	1.2	12.7	0.8
30	Cc1ccccc1CN1CCC(CNC(=O)C2CCCN(c3ncnc4c3nc3n4CCCCC3)C2)CC1 (configuration not stated)	6.2	9.1	-2.8	-5.8	-8.1	4.0	-0.4	28.1	-0.9
31	CCCCc1ncc(CN2CCC(n3nccc3NC(=O)C(OC)c3ccccc3)CC2)[nH]1 (configuration not stated)	3.2	1.5	-1.0	-1.1	3.1	2.8	4.2	8.3	-2.4
32	CCOC(=O)C1=C(COC(=O)c2ccc(Cl)cc2[N+](=O)[O-])NC(=O)NC1C (configuration not stated)	-4.5	9.0	-4.8	-2.3	-3.3	0.5	1.1	-3.8	0.0
33	CCc1cc(=O)oc2cc(OCC(=O)NCCCN3CCCC3=O)c(Cl)cc12	-1.7	4.5	-4.4	3.0	-0.4	-2.5	2.4	5.4	2.5
34	CC1=C(C#N)C(NC(=O)c2ccc(Cl)cc2)(C(F)(F)F)C(=O)N1 (configuration not stated)	3.7	-3.7	2.3	-3.3	-1.2	-3.2	3.3	-1.4	-3.6
35	Cc1nonc1NC(=O)CSc1nnc(N)s1	2.6	0.1	5.6	0.3	5.0	-2.0	3.2	-7.7	-1.5
36	c1ccc2[nH]c(NN=C3CCCCCC3)nc2c1	4.2	5.6	3.8	-3.2	14.1	7.3	3.0	40.1	-1.2
37	O=C(NCc1ccco1)/C(=C\C=C\c1ccccc1)NC(=O)c1ccco1	-1.3	9.4	2.0	-2.4	-6.5	2.0	10.4	8.6	-0.3
38	CCOC(=O)NC(=O)COC(=O)CCCc1nc2ccccc2s1	5.8	4.2	0.8	-3.6	-6.8	1.9	12.8	20.2	1.5
39	NS(=O)(=O)c1ccc(CCNC(=O)C2CCC(CNS(=O)(=O)c3ccc(Br)s3)CC2)cc1 (configuration not stated)	4.7	1.7	4.3	1.4	-4.5	5.3	4.1	0.4	1.1
40	Cc1nc(C/C(=N\N)c2ccc(O)cc2O)cs1	2.5	4.7	2.4	-2.8	8.3	-1.9	6.0	0.5	-2.5
41	OCCCNc1nccc(-c2cc(Nc3cccc(Cl)c3)ncn2)n1	4.8	10.6	-15.6	-6.2	0.2	4.9	4.6	5.1	-24.1
42	CCOC(=O)c1ccc(NC(=O)COc2ccccc2CNC2CCCC2)cc1	9.0	5.9	-4.5	2.0	-0.1	6.4	-1.9	1.1	0.9
43	Cc1ccc(-n2nnnc2SCC(=O)c2cc(C)n(-c3cc(C)on3)c2C)cc1	8.6	-13.8	3.2	-0.7	2.2	-12.7	7.3	-17.2	-1.5
44	CCSc1nnc(SCC(=O)NC2CCCCC2)s1	1.1	5.7	-5.3	7.6	nt	1.3	4.0	6.1	-2.0
45	COCCNC(=O)c1ccc(Cn2c(SCC(=O)NCC3CCCO3)nc3ccc(Br)cc3c2=O)cc1 (configuration not stated)	0.2	3.7	-4.1	-3.3	-4.0	0.0	-7.7	36.0	-4.3
46	Cc1ccc(C(C)C)c(OCC(O)CNC2CCCC2)c1 (configuration not stated)	4.3	13.0	-2.9	1.2	7.8	2.4	1.2	-10.3	-3.8
47	CCCCCCCCCCCCCCCC(=O)NCCO	-2.1	5.5	1.6	-7.1	-2.4	4.4	-2.3	9.8	-1.1
48	C[C@@H](NC(=O)/C(C#N)=C/c1ccc(O)c(O)c1)c1ccccc1	15.0	17.6	1.9	-1.9	-6.5	28.7	15.6	14.4	-0.5
49	CC(=O)c1ccc(NC(=O)CSc2nnc(C3CC3)n2C2CC2)cc1	3.3	1.2	nt	-1.9	nt	-2.7	3.4	3.2	nt
50	CC1(C)C=Cc2cc(-c3coc4cc(O)cc(O)c4c3=O)cc(O)c2O1	5.7	5.5	-0.2	1.6	-0.8	0.1	18.6	5.0	-7.2
51	O=C(NCc1ccco1)Nc1cccs1	-7.7	10.2	2.0	-4.4	8.6	-7.3	13.7	8.8	1.1

Some of the entries above in a different format:
#21 CC(C)[C@H](NC(=O)NCCc1ccccc1)C(=O)O
- PAFAH1B2 inh: 8.0
- PAFAH1B3 FP inh: -0.3
- LYPLA2 inh: 5.3
- PAD4 FP inh: -3.4
- GSTO1 counter: -0.8
- PAFAH2 FP inh: -1.5
- pPAFAH inh: -3.4
- PREPL inhibitor: 8.2
- LYPLA1 inh: 0.0
#22 CC(C)N1CCN(Cc2ccc3c(c2)Cc2ccccc2-3)CC1CCO (configuration not stated)
- PAFAH1B2 inh: 0.9
- PAFAH1B3 FP inh: 0.2
- LYPLA2 inh: -1.4
- PAD4 FP inh: -4.4
- GSTO1 counter: -1.5
- PAFAH2 FP inh: 2.7
- pPAFAH inh: -2.4
- PREPL inhibitor: 39.6
- LYPLA1 inh: 1.6

Screens from PubChem.

Only part of the results is shown. The share of hits here may be higher or lower than overall.
